MrgX1 allo act: allosterically activates human MrgX1 receptor signaling; Q96LB2; MrgX1-HEK293, Fluo-4 calcium flux, FDSS; stronger effect = higher value; B-score at 10 µM; 310,000 tested, 0.63% active;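 active means plate-corrected calcium response at least 3 library SD above typical, normal starting fluorescence, not activating the receptor alone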;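 further: compound read alongside a low EC10 to EC30 dose of BAM8-22 agonist; peak minus trough fluorescence over baseline measured at the second addition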
Target sequence (Q96LB2 whole entry, looked up): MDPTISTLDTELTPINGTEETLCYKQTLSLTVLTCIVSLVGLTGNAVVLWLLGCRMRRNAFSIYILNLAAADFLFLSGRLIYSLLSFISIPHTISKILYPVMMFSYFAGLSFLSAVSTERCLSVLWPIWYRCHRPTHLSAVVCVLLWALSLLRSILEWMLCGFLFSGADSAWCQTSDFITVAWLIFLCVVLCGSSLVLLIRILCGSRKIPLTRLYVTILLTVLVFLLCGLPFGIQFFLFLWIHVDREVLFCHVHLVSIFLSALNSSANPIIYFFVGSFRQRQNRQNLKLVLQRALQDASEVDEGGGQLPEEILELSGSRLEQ
MrgX1 antag: human MrgX1 receptor antagonism, primary screen | 310,000 tested, 1.3% active | B-score at 10 µM | MRGX1-HEK293 calcium flux, Fluo-4, BAM8-22 antagonism; stronger effect = lower value | Q96LB2;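 active means calcium-response B-score plate-corrected more than 3 library SD below zero, starting fluorescence within 5 deviations, no agonist response on first addition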;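 further: peak minus trough fluorescence over baseline after final BAM8-22 challenge near maximal dose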
SKKanGAS inh: inhibitors of SKKanGAS S. pyogenes growth in kanamycin (SK-promoter or general growth effect) | BacTiter-Glo, 6 h | inhibition, % at 7.5 µM | 300,000 tested, 1.3% active;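 active means mean replicate score, as percent of positive control median, at least 50; inconclusive means mean below 50 but one replicate at or above 50; inactive means mean and every replicate below 50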;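 further: strain carries kanamycin resistance gene driven by streptokinase promoter and grows in 40 µg/ml kanamycin; loss of luminescence reflects streptokinase promoter inhibition or plain growth inhibition; 0% = median of DMSO wells and 100% = positive control at its reference dose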
RGS4 inh: human RGS4 inhibition. P49798. HEK293 M3R/RGS4 inducible, Fluo-4 calcium flux; stronger effect = higher value; triggered by carbachol at its EC20. B-score at 10 µM. 310,000 tested, 0.45% active. AID 463165;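 active means B-score, a plate-corrected calcium signal, over three deviations above library mean, with baseline fluorescence within five deviations of library mean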;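 further: RGS4 expression induced by doxycycline in cells with stable M3 receptor; B-score is computed from the integrated fluorescence ratio over baseline after carbachol; higher B-score means a larger calcium signal and so more RGS4 inhibition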
Target sequence (P49798 whole entry, looked up): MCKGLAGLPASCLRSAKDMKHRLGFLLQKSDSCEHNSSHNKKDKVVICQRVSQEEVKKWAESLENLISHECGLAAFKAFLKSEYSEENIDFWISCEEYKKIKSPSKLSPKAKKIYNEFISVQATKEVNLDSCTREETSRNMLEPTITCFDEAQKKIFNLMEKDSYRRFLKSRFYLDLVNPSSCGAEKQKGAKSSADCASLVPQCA
RGS4 act: potentiators or activators of RGS4; HEK293 M3R/inducible RGS4, carbachol calcium flux Fluo4; stronger effect = lower value; B-score at 10 µM; 310,000 tested, 0.92% active; AID 463111;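 active means B-score of the integrated calcium signal more than 4 SD below the library mean, with starting fluorescence not abnormally high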;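 further: negative B-score means reduced calcium response which marks RGS4 activation or potentiation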
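Test system: HEK293 cells with stable M3R and inducible RGS4; also added: carbachol at ECmax as muscarinic agonist stimulus; schedule: dye loading 30 min 37 °C, buffer rest 30 min RT; technique: kinetic calcium fluorescence imaging with Fluo4-AM dye, 2 µM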
TRPC6 act: mouse TRPC6 channel activation; Q61143; B-score at 10 µM; HEK293-TRPC6 membrane potential dye fluorescence; stronger effect = higher value; 310,000 tested, 0.13% active;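 active means B-score of the integrated fluorescence ratio above library mean plus 3 SD, and starting fluorescence ratio within library mean plus 5 SD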;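 further: higher score means more depolarization so channel activation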
Platelet DG rel: platelet dense granule release activity. inhibition, %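 (compounds screened at 7.5 µM in platelet-rich plasma)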. 300,000 tested, 0.22% active. human platelet-rich plasma, SFLLRN dense granule ATP release, luminescence. AID 1663;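 active means mean replicate score, as percent of positive control, at or above 50; inconclusive means mean below 50 but at least one replicate at or above 50; inactive means mean and every replicate below 50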
HIF act: HIF pathway transcriptional activation; U2OS HRE-luciferase reporter, luminescence; normalized: DMSO 0%, desferrioxamine 100%; activation, % at 7.5 µM (by protocol); 300,000 tested, 0.32% active; AID 1910;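 active means mean activation of at least 10% of the iron chelator positive control signal, with at least half of replicates also reaching 10%; inconclusive means mean and replicate majority disagree about reaching 10%; inactive means mean and most replicates under 10%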
TRPC6 inh: blocks the mouse TRPC6 cation channel; B-score at 10 µM; 310,000 tested, 1.1% active; HEK293-TRPC6, membrane potential dye, ACh-evoked depolarization; stronger effect = lower value;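 active means B-score under library mean minus 3 SD, initial fluorescence not abnormally high, positive integrated signal ratio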;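 further: B-score derived from integrated fluorescence ratio over the kinetic read; more negative B-score means stronger inhibition of depolarization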
MrgX1 ag: human MrgX1 receptor agonism, primary screen; B-score at 10 µM; Q96LB2; MrgX1-HEK293 cells, Fluo-4 calcium fluorescence, agonist mode; stronger effect = higher value; 310,000 tested, 0.44% active; AID 588627;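 active means calcium response B-score plate-corrected fluorescence ratio at least 3 library SD, with starting fluorescence B-score inside 5 SD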
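times = overnight plating, then 30 min 37 °C plus 30 min room-temperature dye loading | assay system = stable human MrgX1 HEK293 cell line | input = fifteen thousand cells per well | signal = kinetic calcium dye fluorescence, Fluo-4 NW | dosing = compound delivered in addition one of three | read-out = B-scored fluorescence response ratio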
TRPC4 inh: inhibitors of mouse TRPC4 channel; HEK293 TRPC4beta/mu-opioid, DAMGO-evoked Fluo4 calcium flux; stronger effect = lower value; B-score at 10 µM; 300,000 tested, 0.39% active; AID 2247;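 active means B-score over 3 SD under the library average, no early fluorescence shift, positive overall ratio signal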
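Assay system: HEK293 cells with stable TRPC4beta plus mu-opioid receptor expression. Dosing: single dose. Measured by: Fluo4 Ca2+ flux fluorescence. Also added: DAMGO in two steps, submaximal then maximal. Read-out: B score from integrated Fluo4 fluorescence ratio.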
Active calls of the source: *.

For C/C(=C/c1oc2ccc(O)cc2c1[N+](=O)[O-])N(C)C the results were MrgX1 allo act inactive, MrgX1 antag inactive, SKKanGAS inh 5.1, RGS4 inh inactive, RGS4 act inactive, TRPC6 act inactive, Platelet DG rel 10.2, HIF act 1.3, TRPC6 inh inactive, MrgX1 ag inactive and TRPC4 inh inactive.
CC(Oc1ccc(Cl)cc1Cl)c1nc(-c2ccc(NC(=O)c3cccnc3)cc2)no1 (stereo not drawn) was read as MrgX1 allo act inactive, MrgX1 antag inactive, SKKanGAS inh 25.6, RGS4 inh inactive, RGS4 act -7.86*, TRPC6 act inactive, Platelet DG rel -24.3, HIF act -0.5, TRPC6 inh inactive, MrgX1 ag inactive and TRPC4 inh inactive.
Screening COc1ccc(NC(C)=O)cc1S(=O)(=O)Nc1ccccc1C(=O)N1CCCC1 returned MrgX1 allo act inactive, MrgX1 antag inactive, SKKanGAS inh -0.1, RGS4 inh inactive, RGS4 act inactive, TRPC6 act inactive, Platelet DG rel -1.2, HIF act 0.1, TRPC6 inh inactive, MrgX1 ag inactive and TRPC4 inh inactive.
CCNC(=O)NC(=O)COC(=O)CCCc1nc2ccccc2s1 was read as MrgX1 allo act inactive, MrgX1 antag inactive, SKKanGAS inh -0.3, RGS4 inh inactive, RGS4 act inactive, TRPC6 act inactive, Platelet DG rel -6.6, HIF act -0.5, TRPC6 inh inactive, MrgX1 ag inactive and TRPC4 inh inactive.
`Nc1cc(N)nc(SCC(=O)NNC(=O)c2ccc(Cl)cc2)n1` gave MrgX1 allo act inactive, MrgX1 antag inactive, SKKanGAS inh 2.6, RGS4 inh inactive, RGS4 act inactive, TRPC6 act inactive, Platelet DG rel 6.9, HIF act 0.3, TRPC6 inh inactive, MrgX1 ag inactive and TRPC4 inh inactive.
Cc1cccc(C(=O)N2CCC(c3nc4ccccc4s3)CC2)c1 was read as MrgX1 allo act inactive, MrgX1 antag inactive, SKKanGAS inh 2.6, RGS4 inh inactive, RGS4 act inactive, TRPC6 act inactive, Platelet DG rel -5.8, HIF act -0.3, TRPC6 inh inactive, MrgX1 ag inactive and TRPC4 inh inactive.
For Nc1nc(Nc2ccc(Cl)cc2)c(NC=O)c(=O)[nH]1 the results were MrgX1 allo act inactive, MrgX1 antag inactive, SKKanGAS inh -1.6, RGS4 inh inactive, RGS4 act inactive, TRPC6 act inactive, Platelet DG rel 6.7, HIF act -0.4, TRPC6 inh inactive, MrgX1 ag inactive and TRPC4 inh inactive.
Screening CSc1ncccc1C(=O)OCC(=O)c1ccccc1Br returned MrgX1 allo act inactive, MrgX1 antag inactive, SKKanGAS inh 16.4, RGS4 inh inactive, RGS4 act inactive, TRPC6 act inactive, Platelet DG rel 4.1, HIF act 0.9, TRPC6 inh inactive, MrgX1 ag inactive and TRPC4 inh inactive.
`CC(=O)OCC(=O)[C@@]1(O)CC[C@H]2[C@@H]3CCC4=CC(=O)CC[C@]4(C)[C@H]3[C@@H](O)C[C@@]21C` gave MrgX1 allo act inactive, MrgX1 antag inactive, SKKanGAS inh 0.1, RGS4 inh inactive, RGS4 act inactive, TRPC6 act inactive, Platelet DG rel -2.1, HIF act -0.5, TRPC6 inh inactive, MrgX1 ag inactive and TRPC4 inh inactive.
For c1csc(-c2nnc(COc3ncnc4sccc34)o2)c1 the results were MrgX1 allo act inactive, MrgX1 antag inactive, SKKanGAS inh -2.6, RGS4 inh inactive, RGS4 act inactive, TRPC6 act inactive, Platelet DG rel 3.6, HIF act -0.1, TRPC6 inh inactive, MrgX1 ag inactive and TRPC4 inh inactive.
For CC/C(=N\N=C1\SC(C)C(=O)N1Cc1ccco1)c1ccccc1 (stereo not drawn) the results were MrgX1 allo act 12.1*, MrgX1 antag inactive, SKKanGAS inh -1.6, RGS4 inh inactive, RGS4 act inactive, TRPC6 act inactive, Platelet DG rel 8.0, HIF act 0.0, TRPC6 inh inactive, MrgX1 ag inactive and TRPC4 inh inactive.
Screening CC(=O)c1ccc(NC(=O)c2ccn[nH]2)cc1 returned MrgX1 allo act inactive, MrgX1 antag inactive, SKKanGAS inh 5.8, RGS4 inh inactive, RGS4 act inactive, TRPC6 act inactive, Platelet DG rel 50.3*, HIF act 1.3, TRPC6 inh inactive, MrgX1 ag inactive and TRPC4 inh inactive.
CCc1ccc(C2C3=C(CC(C)(C)CC3=O)Nc3c2c(=O)[nH]c2nc(C)nn32)cc1 (stereo not drawn) was read as MrgX1 allo act inactive, MrgX1 antag inactive, SKKanGAS inh 9.0, RGS4 inh inactive, RGS4 act inactive, TRPC6 act inactive, Platelet DG rel 1.9, HIF act 0.0, TRPC6 inh inactive, MrgX1 ag inactive and TRPC4 inh inactive.
`CCOC(=O)N1CCN(S(=O)(=O)c2ccc(C)cc2)C1c1ccc(OC)cc1` (stereo not drawn) gave MrgX1 allo act inactive, MrgX1 antag inactive, SKKanGAS inh 6.1, RGS4 inh inactive, RGS4 act inactive, TRPC6 act inactive, Platelet DG rel -2.1, HIF act -0.4, TRPC6 inh inactive, MrgX1 ag inactive and TRPC4 inh inactive.
`COCCCNC(=O)CN1C(=O)CSc2ncccc21` gave MrgX1 allo act inactive, MrgX1 antag inactive, SKKanGAS inh -3.4, RGS4 inh inactive, RGS4 act inactive, TRPC6 act inactive, Platelet DG rel -21.6, TRPC6 inh inactive, MrgX1 ag inactive and TRPC4 inh inactive.
Screening COc1ccccc1NC(=O)CN1CCN(CC(=O)Nc2ccc(C)c(F)c2)CC1 returned MrgX1 allo act inactive, MrgX1 antag inactive, SKKanGAS inh -0.5, RGS4 inh inactive, RGS4 act inactive, TRPC6 act inactive, Platelet DG rel 7.5, HIF act -8.5, TRPC6 inh inactive, MrgX1 ag inactive and TRPC4 inh inactive.
For CC(C)CNC(=O)c1cccc(NC(=O)C2CCCO2)c1 (stereo not drawn) the results were MrgX1 allo act inactive, MrgX1 antag inactive, SKKanGAS inh 0.5, RGS4 inh inactive, RGS4 act inactive, TRPC6 act inactive, Platelet DG rel 5.9, HIF act 0.3, TRPC6 inh inactive, MrgX1 ag inactive and TRPC4 inh inactive.
`CCOc1ccc(C)cc1S(=O)(=O)NC1CCCCCC1` gave MrgX1 allo act inactive, MrgX1 antag inactive, SKKanGAS inh inconclusive, RGS4 inh inactive, RGS4 act inactive, TRPC6 act inactive, Platelet DG rel 14.1, HIF act -0.6, TRPC6 inh inactive, MrgX1 ag inactive and TRPC4 inh inactive.
Screening CCn1nc(NC(=O)c2ccncc2)c2cc3ccccc3nc21 returned MrgX1 allo act inactive, MrgX1 antag inactive, SKKanGAS inh -3.0, RGS4 inh inactive, RGS4 act inactive, TRPC6 act inactive, Platelet DG rel -0.1, HIF act 0.2, TRPC6 inh inactive, MrgX1 ag inactive and TRPC4 inh inactive.
For O=C(N/N=C/c1ccccn1)C12CC3CC(CC(C3)C1)C2 the results were MrgX1 allo act inactive, MrgX1 antag inactive, SKKanGAS inh -2.4, RGS4 inh inactive, RGS4 act inactive, TRPC6 act inactive, Platelet DG rel -1.7, HIF act -0.2, TRPC6 inh inactive, MrgX1 ag inactive and TRPC4 inh inactive.
Screening COc1ccc(C(C(=O)NC2CCCCC2)N(C(=O)c2ccco2)c2ccccc2C(C)=O)cc1OC (stereo not drawn) returned MrgX1 allo act inactive, MrgX1 antag inactive, SKKanGAS inh -4.4, RGS4 inh inactive, RGS4 act inactive, TRPC6 act inactive, Platelet DG rel -12.9, HIF act -0.5, TRPC6 inh inactive, MrgX1 ag inactive and TRPC4 inh inactive.
For O=C1CCCC(=O)N1c1ccc(N2CCN(c3ccccc3)CC2)c([N+](=O)[O-])c1 the results were MrgX1 allo act inactive, MrgX1 antag inactive, SKKanGAS inh -7.6, RGS4 inh inactive, RGS4 act inactive, TRPC6 act inactive, Platelet DG rel 11.8, HIF act -0.1, TRPC6 inh inactive, MrgX1 ag inactive and TRPC4 inh inactive.
`Cc1ccccc1S(=O)(=O)Cc1ccc(C(=O)NCCCOC(C)C)o1` gave MrgX1 allo act inactive, MrgX1 antag inactive, SKKanGAS inh 2.3, RGS4 inh inactive, RGS4 act inactive, TRPC6 act inactive, Platelet DG rel 0.3, HIF act -0.6, TRPC6 inh inactive, MrgX1 ag inactive and TRPC4 inh inactive.
CCCCOCCCNC(=O)N[C@@H](CCSC)C(=O)OC was read as MrgX1 allo act inactive, MrgX1 antag inactive, SKKanGAS inh 0.4, RGS4 inh inactive, RGS4 act inactive, TRPC6 act inactive, Platelet DG rel 11.5, HIF act -0.2, TRPC6 inh inactive, MrgX1 ag inactive and TRPC4 inh inactive.
`Cc1ccc(C(=O)C2CCOC(C)(C)C2)cc1` (stereo not drawn) gave MrgX1 allo act inactive, MrgX1 antag inactive, SKKanGAS inh -2.2, RGS4 inh inactive, RGS4 act inactive, TRPC6 act inactive, Platelet DG rel 3.5, HIF act -0.2, TRPC6 inh inactive, MrgX1 ag inactive and TRPC4 inh inactive.
CC1CCOC2(O1)C(=O)N(CN1CCN(c3cccc(Cl)c3)CC1)c1ccccc12 (stereo not drawn) was read as MrgX1 allo act inactive, MrgX1 antag inactive, SKKanGAS inh -8.4, RGS4 inh inactive, RGS4 act inactive, TRPC6 act inactive, Platelet DG rel 1.7, HIF act -0.3, TRPC6 inh inactive, MrgX1 ag inactive and TRPC4 inh inactive.
For O=C(NCC1(O)CCCCC1)C1CCC(=O)N(Cc2ccccc2F)C1 (stereo not drawn) the results were MrgX1 allo act inactive, MrgX1 antag inactive, SKKanGAS inh 1.9, RGS4 inh inactive, RGS4 act inactive, TRPC6 act inactive, Platelet DG rel 1.5, HIF act -0.1, TRPC6 inh inactive, MrgX1 ag inactive and TRPC4 inh inactive.
COc1ccc(CC(=O)Nc2cc(=O)n(C)c(=O)n2C)cc1 was read as MrgX1 allo act inactive, MrgX1 antag -7.66*, SKKanGAS inh -2.5, RGS4 inh inactive, RGS4 act inactive, TRPC6 act inactive, Platelet DG rel 17.6, HIF act -0.5, TRPC6 inh inactive, MrgX1 ag inactive and TRPC4 inh inactive.
O=C(O)C1C2C=CC(C2)C1C(=O)NCCc1cccc(Cl)c1 (stereo not drawn) was read as MrgX1 allo act inactive, MrgX1 antag inactive, SKKanGAS inh 6.6, RGS4 inh inactive, RGS4 act inactive, TRPC6 act inactive, Platelet DG rel -32.0, HIF act 0.3, TRPC6 inh inactive, MrgX1 ag inactive and TRPC4 inh inactive.
